Compound activity: PubChem, several laboratories
T cell modulator = modulates CD8 T cell binding to vesicles; 2C CD8+ T cell-vesicle binding, flow cytometry; active compounds read low; calls only at 7 µM; 0.068% of 330,000 active;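 active means response, share of CD8 T cells binding vesicles, and their 90th percentile fluorescence all below set limits, cut at about 80% in these data, passing the limit was not always enough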
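Assay system: 2C TCR transgenic mouse naive CD8+ T cells, MACS-purified | Read-out: CD8+ gate FL2 mean fluorescence as % of same-row positive control | Signal: High-throughput flow cytometry with anti-B7-1 and anti-CD8 staining | Timing: Binding step 1.5 h, 37 °C, antibody labelling 20 min, ice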
Yfh1-depleted yeast = enhancers of respiration in Yfh1-depleted yeast, dose response, Friedreich's ataxia, plus single-dose screen (AID 1465) | S. cerevisiae Yfh1-off respiration, WST-1 reduction, 72 h; higher fold induction means a stronger effect | fold induction at 50 µM, or EC50 in µM where a hit was titrated | 0.074% of 220,000 active;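 active means fold induction of absorbance versus untreated yeast above a set limit, then at least 30% activation at any dose in follow-up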;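 further: activators that raise dye reduction in frataxin-depleted yeast; strong numbers were not always called active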
b-catenin transl = beta-catenin nuclear translocation modulation; HeLa beta-catenin nuclear translocation, immunofluorescence imaging; nuclear translocation activity, % at 5 µM; 0.3% of 190,000 active; AID 1665;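 active means nuclear translocation activity above 50% at 5 µM, with a well cell count of 50 or more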;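 further: per-cell ratio of nuclear to cytoplasmic median beta-catenin stain intensity; plate controls were DMSO negative control for no effect and GSK-3 inhibitor IX positive control for full effect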
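test system = HeLa cells, endogenous beta-catenin | dosing = single 5 µM dose plus 0.02–20 µM confirmation series | times = compound treatment 24 h, 37°C, 5% CO2 | technique = beta-catenin immunofluorescence imaging with DAPI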
MT stabilize HCS = microtubule stabilizers in HeLa cells | HeLa tubulin immunostaining HCS, 24 h; share of cells brighter than vehicle mean+2SD | % tubulin-high responders, % at 10 µM | 0.83% of 200,000 active | AID 2205;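 active means plate Z-score above 3 for both tubulin-high and condensed-nucleus cell shares, with cell loss under 80%, at 10 µM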;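 further: anti alpha tubulin signal scored within the nucleus-defined area of each cell; some results filed as inactive read as strong as hits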
Autophagy HCS = modulators of autophagy. AID 463193. 0.98% of 190,000 active. MEF GFP-LC3 puncta imaging; test concentration mostly 10 µM. calls only at 10 µM (by protocol);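 active means percentage of spot-positive cells more than 3 SD above its plate mean, without a fluorescence outlier flag or 80% toxicity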;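 further: spot-positive cell cutoff set from DMSO-treated cells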
WT yeast gro inh = growth inhibition of WT yeast, mitochondrial fusion screen; mitochondrial fusion phenotypic screen, WT strain; inhibition, % at 10 µM; 2.1% of 190,000 active; in the data active means inhibition above about 58%; tested in S. cerevisiae
P. falciparum M17LAP = P. falciparum M17LAP inhibitors, primary screen, biochemical, fluorogenic H-Leu-NHMec substrate, 1536-well (AID 1619) | 0.38% of 220,000 active | inhibition, % at 30 µM, or IC50 in µM where a hit was titrated | recombinant M17LAP, H-Leu-NHMec fluorogenic kinetic assay; higher % means a stronger effect;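 active means compound inhibiting the enzyme by more than half at any dose during confirmatory dose-response retesting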;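 further: plate controls were full reaction with DMSO carrier for no effect and no enzyme background for full effect; strong numbers were not always called active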
Dynein cargo inh = dynein cargo transport inhibition; 3617.4 mouse cells, GR-EGFP nuclear translocation imaging; test concentration mostly 20 µM; stimulated with dexamethasone, 1 µM; active compounds read low; z-score, hits read low; 0.47% of 220,000 active; AID 1381;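 active means plate z-score of nuclear minus cytoplasmic receptor signal below a set negative limit, without overly bright fluorescence or cell loss, cut at about -3.5 in these data, passing the limit was not always enough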;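 further: z-score of nuclear minus cytoplasmic ring GR-EGFP intensity difference per well; some compounds called inactive have numbers as strong as hits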
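Buffer or medium: tetracycline-free induction medium containing charcoal-stripped FBS / Reagent: dexamethasone agonist, 1.0 µM final, for 30 min / Technique: automated 10x imaging of fixed Hoechst-stained cells / Times: induction 48 h, compound 1 h, agonist 30 min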
P. falciparum M1AAP = malaria alanyl aminopeptidase activity blockers – biochemical, fluorogenic H-Leu-NHMec substrate, 1536-well (AID 1445); 0.42% of 220,000 active; recombinant M1AAP, H-Leu-NHMec fluorogenic kinetic assay; higher % means a stronger effect; inhibition, % at 30 µM, or IC50 in µM where a hit was titrated;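 active means primary inhibition above the hit cutoff, then over 50% inhibition at one or more dose response concentrations, cut at about 23% in these data, passing the limit was not always enough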;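 further: plate controls were DMSO full reaction for no effect and no enzyme background for full effect; strong numbers were not always called active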
WT yeast gro inh mutant strain = also measured in WT yeast gro inh; calls as there; inhibition, %; mitochondrial fusion phenotypic screen, mutant strain inhibition
Dynein cargo inh cytoplasmic EGFP = also measured in Dynein cargo inh; calls as there; z-score; measured here: cytoplasmic GR-EGFP intensity; active compounds read high
Dynein cargo inh nuclear GR-EGFP = recorded beside Dynein cargo inh, whose call it bears; z-score; measured here: nuclear GR-EGFP intensity;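 lower value marks the stronger effect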
Dynein cargo inh cell count = recorded beside Dynein cargo inh, whose call it bears; z-score; measured here: cell count per field
b-catenin transl cell count 5 µM = second read-out of b-catenin transl, no call of its own (marks repeat the call); cell count; measured here: cell count, cytotoxicity flag
T cell modulator vesicle-bound % = also measured in T cell modulator; calls as there; double positive events, %; measured here: CD8+ vesicle-bound cell fraction;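 binding gate set so that unloaded-vesicle control wells show 10% double positive cells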
MT stabilize HCS Hoechst-high % = second read-out of MT stabilize HCS, no call of its own (marks repeat the call); % Hoechst-high responders; measured here: nuclear condensation Hoechst responders;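 share of cells brighter than vehicle mean plus two SD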
MT stabilize HCS cytotoxicity % = second read-out of MT stabilize HCS, no call of its own (marks repeat the call); toxicity, %; measured here: cytotoxicity by cell density;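 0% = mean cell density of plate MIN control wells and 100% = no cells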
Autophagy HCS cell loss 18 h = second read-out of Autophagy HCS, no call of its own (marks repeat the call); toxicity, %; measured here: cell loss, nuclei count;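 cell loss after 18 h compound exposure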
* = called active by the depositor.

Results for O=C(COC(=O)CCc1nc2ccccc2s1)NCc1ccco1 ?
T cell modulator: inactive; Yfh1-depleted yeast: inactive; b-catenin transl: 1.0; MT stabilize HCS: 2.9; Autophagy HCS: inactive; WT yeast gro inh: 8; P. falciparum M17LAP: 13%; Dynein cargo inh: 1.4; P. falciparum M1AAP: 0%; WT yeast gro inh mutant strain: -36; Dynein cargo inh cytoplasmic EGFP: -0.16; Dynein cargo inh nuclear GR-EGFP: 0.85; Dynein cargo inh cell count: -0.92; b-catenin transl cell count 5 µM: 1015; T cell modulator vesicle-bound %: 42; MT stabilize HCS Hoechst-high %: 2.4; MT stabilize HCS cytotoxicity %: 1.5; Autophagy HCS cell loss 18 h: -8

What do the screens show for `Cc1nc(-c2ccccc2)sc1C1(C)CC(c2cccc([N+](=O)[O-])c2)=NO1` (stereo unspecified)?
T cell modulator: inactive; Yfh1-depleted yeast: inactive; b-catenin transl: 1.5; P. falciparum M17LAP: 0%; Dynein cargo inh: 0.26; P. falciparum M1AAP: -1%; Dynein cargo inh cytoplasmic EGFP: -0.79; Dynein cargo inh nuclear GR-EGFP: 0.23; Dynein cargo inh cell count: -0.15; b-catenin transl cell count 5 µM: 1183; T cell modulator vesicle-bound %: 17

Results for Cc1ccc2c(C)ccc(O)c2n1 ?
T cell modulator: inactive; Yfh1-depleted yeast: inactive; MT stabilize HCS: 2.0; Autophagy HCS: inactive; WT yeast gro inh: 0; P. falciparum M17LAP: 6%; Dynein cargo inh: 2.1; P. falciparum M1AAP: -2%; WT yeast gro inh mutant strain: 0; Dynein cargo inh cytoplasmic EGFP: -0.23; Dynein cargo inh nuclear GR-EGFP: 1.1; Dynein cargo inh cell count: -1.2; T cell modulator vesicle-bound %: 10; MT stabilize HCS Hoechst-high %: 1.8; MT stabilize HCS cytotoxicity %: 6.8; Autophagy HCS cell loss 18 h: -5

How did COc1ccc(N=Cc2ccc[nH]2)cc1 do in these assays?
T cell modulator: inactive; Yfh1-depleted yeast: inactive; MT stabilize HCS: 1.3; Autophagy HCS: inactive; WT yeast gro inh: -2; P. falciparum M17LAP: 6%; Dynein cargo inh: -0.16; P. falciparum M1AAP: -2%; WT yeast gro inh mutant strain: -10; Dynein cargo inh cytoplasmic EGFP: -0.35; Dynein cargo inh nuclear GR-EGFP: 0.1; Dynein cargo inh cell count: 0.12; T cell modulator vesicle-bound %: 22; MT stabilize HCS Hoechst-high %: 2.6; MT stabilize HCS cytotoxicity %: 13; Autophagy HCS cell loss 18 h: 0

What do the screens show for `Cc1ccc(OCC(=O)NCc2ccccn2)cc1`?
T cell modulator: inactive; Yfh1-depleted yeast: inactive; b-catenin transl: -0.1; MT stabilize HCS: 3.9; Autophagy HCS: inactive; WT yeast gro inh: 2; P. falciparum M17LAP: -8%; Dynein cargo inh: -0.91; P. falciparum M1AAP: -3%; WT yeast gro inh mutant strain: 6; Dynein cargo inh cytoplasmic EGFP: -0.31; Dynein cargo inh nuclear GR-EGFP: -0.38; Dynein cargo inh cell count: 0.17; b-catenin transl cell count 5 µM: 1186; T cell modulator vesicle-bound %: 51; MT stabilize HCS Hoechst-high %: 5.0; MT stabilize HCS cytotoxicity %: 7.0; Autophagy HCS cell loss 18 h: 7

How did NC(=O)[C@@H]1CC2(CC(c3cccc(NC(=O)COc4ccc(Cl)cc4)c3)=NO2)CN1C(=O)COc1ccc(Cl)cc1 (stereo partly specified) do in these assays?
T cell modulator: inactive; Yfh1-depleted yeast: inactive; b-catenin transl: 1.7; P. falciparum M17LAP: 2%; Dynein cargo inh: -0.34; P. falciparum M1AAP: -2%; Dynein cargo inh cytoplasmic EGFP: -0.82; Dynein cargo inh nuclear GR-EGFP: -0.25; Dynein cargo inh cell count: -0.024; b-catenin transl cell count 5 µM: 1120; T cell modulator vesicle-bound %: 22

How did Cc1ccc(Cl)cc1N1CCN(S(=O)(=O)c2c(C)[nH]c(=O)[nH]c2=O)CC1 do in these assays?
T cell modulator: inactive; Yfh1-depleted yeast: inactive; b-catenin transl: -1.5; MT stabilize HCS: 4.5; Autophagy HCS: inactive; WT yeast gro inh: 7; P. falciparum M17LAP: 5%; Dynein cargo inh: 1.9; P. falciparum M1AAP: 1%; WT yeast gro inh mutant strain: 7; Dynein cargo inh cytoplasmic EGFP: -0.17; Dynein cargo inh nuclear GR-EGFP: 0.6; Dynein cargo inh cell count: -0.98; b-catenin transl cell count 5 µM: 1386; T cell modulator vesicle-bound %: 34; MT stabilize HCS Hoechst-high %: 1.6; MT stabilize HCS cytotoxicity %: 5.1; Autophagy HCS cell loss 18 h: 1

What do the screens show for `O=C(NCCOc1ccccc1)c1n[nH]c(=O)c2ccccc12`?
T cell modulator: inactive; Yfh1-depleted yeast: inactive; MT stabilize HCS: 1.5; Autophagy HCS: inactive; WT yeast gro inh: 10; P. falciparum M17LAP: 13%; Dynein cargo inh: -1.3; P. falciparum M1AAP: 1%; WT yeast gro inh mutant strain: -10; Dynein cargo inh cytoplasmic EGFP: 0.3; Dynein cargo inh nuclear GR-EGFP: -0.55; Dynein cargo inh cell count: -0.063; T cell modulator vesicle-bound %: 19; MT stabilize HCS Hoechst-high %: 2.0; MT stabilize HCS cytotoxicity %: 4.9; Autophagy HCS cell loss 18 h: 1

Results for O=C(O)c1ccccc1C(=O)Nc1n[nH]c(=S)s1 ?
T cell modulator: inactive; Yfh1-depleted yeast: inactive; b-catenin transl: -4.6; MT stabilize HCS: 2.3; Autophagy HCS: inactive; WT yeast gro inh: 14; P. falciparum M17LAP: -10%; Dynein cargo inh: -0.065; P. falciparum M1AAP: 2%; WT yeast gro inh mutant strain: -5; Dynein cargo inh cytoplasmic EGFP: -0.21; Dynein cargo inh nuclear GR-EGFP: 0.14; Dynein cargo inh cell count: 0.18; b-catenin transl cell count 5 µM: 691; T cell modulator vesicle-bound %: 13; MT stabilize HCS Hoechst-high %: 2.5; MT stabilize HCS cytotoxicity %: 9.3; Autophagy HCS cell loss 18 h: 8

Results for O=[N+]([O-])c1ccc(S(=O)(=O)N/N=C/c2ccco2)cc1 ?
T cell modulator: inactive; Yfh1-depleted yeast: inactive; b-catenin transl: -0.5; MT stabilize HCS: 2.0; Autophagy HCS: inactive; WT yeast gro inh: 7; P. falciparum M17LAP: 4%; Dynein cargo inh: -1; P. falciparum M1AAP: 8%; WT yeast gro inh mutant strain: 6; Dynein cargo inh cytoplasmic EGFP: -0.29; Dynein cargo inh nuclear GR-EGFP: -0.62; Dynein cargo inh cell count: 0.56; b-catenin transl cell count 5 µM: 1033; T cell modulator vesicle-bound %: 52; MT stabilize HCS Hoechst-high %: 1.2; MT stabilize HCS cytotoxicity %: 1.6; Autophagy HCS cell loss 18 h: 1

How did Cc1nc(C(=O)NNC(=O)c2cccc(Cl)c2)c(C(F)(F)F)o1 do in these assays?
T cell modulator: inactive; Yfh1-depleted yeast: inactive; b-catenin transl: -0.1; P. falciparum M17LAP: 1%; Dynein cargo inh: 0.94; P. falciparum M1AAP: -14%; Dynein cargo inh cytoplasmic EGFP: -0.27; Dynein cargo inh nuclear GR-EGFP: 0.25; Dynein cargo inh cell count: -0.58; b-catenin transl cell count 5 µM: 1159; T cell modulator vesicle-bound %: 4

Results for CC(=O)NS(=O)(=O)c1ccc(N=c2ssc3c2-c2cc(C)ccc2NC3(C)C)cc1 ?
T cell modulator: inactive; Yfh1-depleted yeast: inactive; b-catenin transl: -3.2; MT stabilize HCS: 1.4; Autophagy HCS: inactive; WT yeast gro inh: -1; P. falciparum M17LAP: 55%; Dynein cargo inh: -0.61; P. falciparum M1AAP: 9%; WT yeast gro inh mutant strain: 26; Dynein cargo inh cytoplasmic EGFP: -0.23; Dynein cargo inh nuclear GR-EGFP: -0.12; Dynein cargo inh cell count: 0.73; b-catenin transl cell count 5 µM: 507; T cell modulator vesicle-bound %: 10; MT stabilize HCS Hoechst-high %: 1.9; MT stabilize HCS cytotoxicity %: 11; Autophagy HCS cell loss 18 h: 6

What do the screens show for `O=C(NC1CCCCC1)C(c1ccccn1)N(C(=O)c1csnn1)C1CCCCC1` (stereo unspecified)?
T cell modulator: inactive; Yfh1-depleted yeast: inactive; b-catenin transl: 1.0; MT stabilize HCS: 1.5; Autophagy HCS: inactive; WT yeast gro inh: 7; P. falciparum M17LAP: 5%; Dynein cargo inh: 1.4; P. falciparum M1AAP: -2%; WT yeast gro inh mutant strain: -1; Dynein cargo inh cytoplasmic EGFP: -0.36; Dynein cargo inh nuclear GR-EGFP: 0.99; Dynein cargo inh cell count: 0.35; b-catenin transl cell count 5 µM: 923; T cell modulator vesicle-bound %: 31; MT stabilize HCS Hoechst-high %: 0.8; MT stabilize HCS cytotoxicity %: 2.8; Autophagy HCS cell loss 18 h: 2

How did CCOc1cc(N2CCOCC2)c(OCC)cc1NC(=O)Cc1ccc(OC)c(OC)c1 do in these assays?
T cell modulator: inactive; MT stabilize HCS: 0.7; Autophagy HCS: inactive; WT yeast gro inh: 2; P. falciparum M17LAP: -5%; Dynein cargo inh: 0.8; P. falciparum M1AAP: 2%; WT yeast gro inh mutant strain: 8; Dynein cargo inh cytoplasmic EGFP: -0.18; Dynein cargo inh nuclear GR-EGFP: 0.33; Dynein cargo inh cell count: 0.052; T cell modulator vesicle-bound %: 24; MT stabilize HCS Hoechst-high %: 3.0; MT stabilize HCS cytotoxicity %: 12; Autophagy HCS cell loss 18 h: 16

Outcome played no part in choosing rows; any-hit rate near 4.4%.
